# CatG inh: inhibitors of human cathepsin G | P08311 | inhibition, % at 5 µM (by protocol) | actives 0.2% (n = 62,000) | purified enzyme, AMC-tetrapeptide fluorescence, pooled mixtures | AID 581;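 active = inhibition above 20% in each of the two mixture wells holding the compound; inactive = inhibition of 20% or less in either well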;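 note: 0% = enzyme control without mixture and 100% = blank lacking enzyme; strong numbers were not always called active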
# Target sequence (P08311 21-244 limits assumed): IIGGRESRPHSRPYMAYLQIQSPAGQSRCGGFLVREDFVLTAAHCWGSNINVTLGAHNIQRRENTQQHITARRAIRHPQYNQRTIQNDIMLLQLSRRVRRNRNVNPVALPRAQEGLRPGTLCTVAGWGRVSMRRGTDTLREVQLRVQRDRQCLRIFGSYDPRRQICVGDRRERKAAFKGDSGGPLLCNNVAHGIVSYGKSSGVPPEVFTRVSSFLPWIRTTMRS
# FXIa inh mix: inhibitors of human coagulation factor XIa, pooled mixtures; P03951; purified FXIa, fluorogenic substrate; inhibition, % at 5 µM; actives 0.19% (n = 62,000); AID 680;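 note: each value is inhibition by a whole ten-compound pool holding the compound; 0% = enzyme with no mixture and 100% = wells lacking enzyme; strong numbers were not always called active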
# FXIIa inh mix: blocks human factor XIIa in pooled compound mixtures; purified FXIIa, fluorogenic substrate; actives 0.2% (n = 62,000); AID 684; inhibition, % at 5 µM; P00748;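 note: 0% = enzyme without compound and 100% = no enzyme blank; some results filed as inactive read as strong as hits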
# Target sequence (P00748 20-372 limits assumed): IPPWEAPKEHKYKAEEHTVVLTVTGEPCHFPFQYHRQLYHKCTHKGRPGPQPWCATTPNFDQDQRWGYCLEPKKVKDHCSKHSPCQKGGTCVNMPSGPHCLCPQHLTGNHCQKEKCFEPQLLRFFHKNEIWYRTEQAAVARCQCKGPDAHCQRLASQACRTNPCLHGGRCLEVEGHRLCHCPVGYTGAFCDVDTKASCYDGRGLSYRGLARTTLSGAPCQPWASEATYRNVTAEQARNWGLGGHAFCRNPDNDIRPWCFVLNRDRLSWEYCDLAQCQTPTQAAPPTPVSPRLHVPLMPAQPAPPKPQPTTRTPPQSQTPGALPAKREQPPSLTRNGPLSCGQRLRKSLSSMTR
# Target sequence (P00748 373-615 limits assumed): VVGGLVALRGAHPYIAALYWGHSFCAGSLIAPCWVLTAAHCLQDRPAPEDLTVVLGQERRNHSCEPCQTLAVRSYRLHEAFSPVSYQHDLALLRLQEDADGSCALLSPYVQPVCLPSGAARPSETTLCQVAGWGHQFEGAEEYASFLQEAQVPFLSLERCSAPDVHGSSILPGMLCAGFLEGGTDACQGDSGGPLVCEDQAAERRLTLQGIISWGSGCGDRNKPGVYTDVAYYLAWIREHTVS
# CatS inh: inhibitors of human cathepsin S | P25774 | recombinant cathepsin S, AMC dipeptide fluorescence, pooled mixtures | AID 501 | inhibition, %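 (tested at 5 µM per compound within 10-compound mixtures)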 | actives 0.06% (n = 62,000); in the data active = inhibition above about 32%, passing the limit was not always enough;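 note: 0% = enzyme without compound and 100% = blank without enzyme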
# Target sequence (P25774 115-331 limits assumed): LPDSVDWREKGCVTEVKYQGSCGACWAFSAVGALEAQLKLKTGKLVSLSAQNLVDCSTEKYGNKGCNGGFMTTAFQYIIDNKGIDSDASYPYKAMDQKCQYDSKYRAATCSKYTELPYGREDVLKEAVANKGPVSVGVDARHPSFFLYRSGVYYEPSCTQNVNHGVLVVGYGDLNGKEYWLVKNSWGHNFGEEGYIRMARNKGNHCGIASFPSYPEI
# JNK3 inh: inhibitors of human JNK3 kinase | P53779 | purified JNK3 kinase activity, HTS | inhibition, % at 8 µM | actives 0.61% (n = 60,000); in the data active = inhibition above about 17%;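 note: 0% = DMSO and 100% = reference inhibitor; many of its hits are not listed in these tables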
# PKA inh: blocks human protein kinase A activity. AID 524. P17612. actives 0.1% (n = 65,000). inhibition, % at 6 µM. PKA Kemptide phosphorylation, Kinase-Glo ATP luminescence;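 active = inhibition above the screen-wide mean inhibition plus 3 SD, cut at about 21% in these data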; note: many of its hits are not listed in these tables
# C1s inh: human complement C1s inhibition. purified C1s, fluorogenic AMC substrate, pooled mixtures. mean inhibition % of two 10-compound mixtures (active compounds read high), % at 5 µM (by protocol). actives 0.16% (n = 62,000). P09871;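 active = inhibition above 20% in each of the two 10-compound mixture wells holding the compound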;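 note: 0% = enzyme wells lacking compound mixture and 100% = no-enzyme blank wells; some compounds called inactive have numbers as strong as hits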
# CatL block: blocks human cathepsin L protease activity; purified cathepsin L, fluorogenic substrate, fluorescence; actives 0.17% (n = 58,000); P07711; inhibition, %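 (tested at 10 µM)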; in the data active = inhibition above about 45%;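 note: 0% = enzyme with no compound and 100% = no enzyme blank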
# ROCK2 inh: inhibitors of human Rho kinase 2; purified ROCK2, Kinase-Glo ATP depletion luminescence; inhibition, % at 6 µM; actives 0.35% (n = 60,000); AID 604;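 active = inhibition above the screen-wide mean inhibition plus 3 SD, cut at about 18% in these data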;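 note: plate controls were DMSO wells for no effect and Y-27632 control wells after no-enzyme background subtraction for full effect; many of its hits are not listed in these tables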
# An asterisk follows results filed as active; . = no result given. Cut-off read from the data, not from the text of the source, unless noted: active = inhibition above about 20% (passing the limit was not always enough); inactive = the rest.
item	Structure	CatG inh	FXIa inh mix	FXIIa inh mix	CatS inh	JNK3 inh
1	CCOc1ccc(N2C(=O)CSC2c2ccncc2)cc1 (centres undefined)	-1	7	6	2	-2
2	CN(C)c1ccc(C=NCC2(O)CCOC(C)(C)C2)cc1 (centres undefined)	9	9	4	-3	1
3	Cc1ccc(-n2nnnc2SCC(=O)c2cc(C)n(-c3cc(C)on3)c2C)cc1	2	6	2	2	0
4	Cc1csc(NC(=O)CSc2nncn2C)n1	13	3	-13	20	-13
5	CCC(C)OC(=O)C1=C(C)NC2=C(C(=O)C(C(=O)OC)C(C)C2)C1c1ccc(N(C)C)cc1 (centres undefined)	-6	4	3	1	.
6	C=CCSc1ncccc1C(=O)NCc1ccccc1	8	5	1	3	-3
7	CCOc1cc(C2Nc3ccccc3C(=O)N2c2ccccc2)ccc1O (centres undefined)	3	6	-3	0	-4
8	O=C(Cc1cn2ccsc2n1)Nc1nc2c(s1)CN(Cc1ccccc1)CC2	3	-5	5	-2	4
9	CC(=O)Nc1ccc(-c2cn3ccsc3n2)cc1	16	2	-16	-6	7
10	O=C(CSc1nc2ccccc2o1)N1CCN(c2ccccc2)CC1	3	-6	16	-9	.
11	O=C(NCc1ccco1)Nc1cccs1	2	6	2	17	-3
12	Cc1ccc(NC(=O)CSc2nnc(COc3ccc(C#N)cc3)n2-c2ccccc2)cc1C	9	6	2	1	8
13	CCCCCNC(=O)CCn1c(=O)oc2ccccc21	8	3	-17	-3	6
14	CC(=O)C1=C(C)Nc2cc(C(F)(F)F)ccc2S1	10	14	3	0	9
15	Cc1ccc(C(=O)N(Cc2nc(-c3ccc(C)cc3)no2)C(C)C)cc1	7	0	5	-1	-1

item	PKA inh	C1s inh	CatL block	ROCK2 inh
1	-4	-2	4	0
2	4	-26	3	6
3	0	11	-1	-2
4	-5	10	8	-6
5	3	-4	-24	.
6	8	-2	3	6
7	-2	-6	3	0
8	10	-41	17	3
9	6	41	-4	2
10	1	-45	2	.
11	-7	-16	2	-2
12	-4	14	-4	0
13	12	8	-5	7
14	4	1	0	1
15	2	6	8	5

# Further records follow:
item	Structure	CatG inh	FXIa inh mix	FXIIa inh mix	CatS inh	JNK3 inh
16	COC(=O)CN(C)C1CC(=O)N(c2ccc(Cl)cc2)C1=O (centres undefined)	2	12	9	-3	-2
17	CC(C)c1nc2oc3c(=O)[nH]cnc3c2c2c1CCC2	9	1	-3	8	0
18	CCCCCn1c(SCCCC)nc2c1c(=O)[nH]c(=O)n2C	7	5	3	-2	-1
19	CCCCNC(=O)Nc1ccnn1C1CCCCC1	5	9	-6	23	.
20	COc1cccc(C2c3c(oc4ccccc4c3=O)C(=O)N2CCCN2CCOCC2)c1OC (centres undefined)	7	-5	3	15	-3
21	CSc1nnc(-c2ccc(S(=O)(=O)N3CCCC3)cc2)n1C	13	4	2	4	-7
22	COC(=O)COc1cccc(NS(=O)(=O)c2ccc(NC(C)=O)cc2)c1	0	2	-17	-3	12
23	COc1cccc(-c2nnc(SCc3cccnc3)o2)c1	-3	0	2	18	5
24	COc1ccc(C2C(C(=O)c3cccs3)=C(O)C(=O)N2c2nnc(C)s2)cc1OC (centres undefined)	11	6	11	6	7
25	CCn1c(SCC(=O)N2CCOCC2)nnc1-c1cccs1	2	21*	-4	12	-2
26	CCCCc1c(O)nc2n(c1=O)CCS2	8	6	1	10	5
27	Cc1cc(S(=O)(=O)Nc2cccc(O)c2)c(C)s1	11	3	-13	3	-3
28	CCN(CC)c1ccc2oc(=O)c(C)nc2c1	9	3	-2	-2	-4
29	CC(C)(C)Sc1nc(O)cc(=O)[nH]1	7	-1	5	3	5
30	CC(C)CNC(=O)CSc1nnc(CN2CCCCCC2=O)n1-c1ccccn1	-4	3	4	2	9

item	PKA inh	C1s inh	CatL block	ROCK2 inh
16	-5	2	-10	-7
17	7	12	13	9
18	4	13	4	5
19	-4	4	3	.
20	0	1	0	8
21	-3	17	0	-1
22	10	-49	2	2
23	8	-18	-1	-2
24	7	3	2	5
25	-2	-1	21	-6
26	3	12	11	-1
27	11	-3	36	6
28	8	11	-2	9
29	8	-5	14	6
30	4	8	2	6

# 13 entries from above, with one line to a screen.
18: CCCCCn1c(SCCCC)nc2c1c(=O)[nH]c(=O)n2C
19: CCCCNC(=O)Nc1ccnn1C1CCCCC1
20: COc1cccc(C2c3c(oc4ccccc4c3=O)C(=O)N2CCCN2CCOCC2)c1OC (centres undefined)
21: CSc1nnc(-c2ccc(S(=O)(=O)N3CCCC3)cc2)n1C
22: COC(=O)COc1cccc(NS(=O)(=O)c2ccc(NC(C)=O)cc2)c1
23: COc1cccc(-c2nnc(SCc3cccnc3)o2)c1
24: COc1ccc(C2C(C(=O)c3cccs3)=C(O)C(=O)N2c2nnc(C)s2)cc1OC (centres undefined)
25: CCn1c(SCC(=O)N2CCOCC2)nnc1-c1cccs1
26: CCCCc1c(O)nc2n(c1=O)CCS2
27: Cc1cc(S(=O)(=O)Nc2cccc(O)c2)c(C)s1
Screen / compound no.	18	19	20	21	22	23	24	25	26	27
CatG inh	7	5	7	13	0	-3	11	2	8	11
FXIa inh mix	5	9	-5	4	2	0	6	21*	6	3
FXIIa inh mix	3	-6	3	2	-17	2	11	-4	1	-13
CatS inh	-2	23	15	4	-3	18	6	12	10	3
JNK3 inh	-1	.	-3	-7	12	5	7	-2	5	-3
PKA inh	4	-4	0	-3	10	8	7	-2	3	11
C1s inh	13	4	1	17	-49	-18	3	-1	12	-3
CatL block	4	3	0	0	2	-1	2	21	11	36
ROCK2 inh	5	.	8	-1	2	-2	5	-6	-1	6

28: CCN(CC)c1ccc2oc(=O)c(C)nc2c1
29: CC(C)(C)Sc1nc(O)cc(=O)[nH]1
30: CC(C)CNC(=O)CSc1nnc(CN2CCCCCC2=O)n1-c1ccccn1
Screen / compound no.	28	29	30
CatG inh	9	7	-4
FXIa inh mix	3	-1	3
FXIIa inh mix	-2	5	4
CatS inh	-2	3	2
JNK3 inh	-4	5	9
PKA inh	8	8	4
C1s inh	11	-5	8
CatL block	-2	14	2
ROCK2 inh	9	6	6

# Next section.
item	Structure	CatG inh	FXIa inh mix	FXIIa inh mix	CatS inh	JNK3 inh
31	COc1ccc(CCn2nnnc2C(c2ccc(C)cc2)N2CCN(C)CC2)cc1OC (centres undefined)	14	9	41	7	10
32	CN(C)CCCN1C(=O)C(=O)/C(=C(/O)c2ccncc2)C1c1ccccc1 (centres undefined)	-2	10	1	5	-1
33	Cc1ccc(NC(=O)N(Cc2ccc3c(c2)OCO3)Cc2cc3cc4c(cc3[nH]c2=O)OCCO4)cc1	7	6	8	-3	6
34	O=C(NCC1CCCO1)C1CCN(S(=O)(=O)N2CCCC2)CC1 (centres undefined)	-6	-2	10	-2	-1
35	Cc1nc2sc(C(c3ccccc3)N3CCN(CCO)CC3)c(O)n2n1 (centres undefined)	-3	7	3	-15	1
36	CCc1ccc(NC(=O)N(CCCN2CCOCC2)C(C)c2cc3cccc(OC)c3o2)cc1 (centres undefined)	-2	-10	-6	-10	1
37	O=C(NCN1CCN(c2ccccn2)CC1)c1cnccn1	-8	2	6	13	3
38	O=C1c2ccccc2C(O)N1Cc1ccccc1Cl (centres undefined)	-7	1	5	-4	3
39	Cc1oc2nc(SCC(=O)N3CCCCC3)nc(N)c2c1C	0	8	-1	4	-6
40	COCCCNC(=O)Cn1cc2c(n1)CCCCC2	11	10	4	-23	-4
41	O=C(O)CCc1nc(-c2ccccc2Cl)no1	7	3	-17	1	6
42	CC(O)c1cccc(NC(=O)CCC(=O)O)c1 (centres undefined)	-7	4	2	18	7
43	CCOC(=O)N1CCC(NC2CCCCCCC2)CC1	.	.	.	.	4
44	Cc1nnc(SCc2cc(=O)[nH]c(N3CCCCC3)n2)s1	7	0	6	19	2
45	Brc1ccc(Oc2nnnn2-c2ccccc2)cc1	8	4	11	-1	-2

item	PKA inh	C1s inh	CatL block	ROCK2 inh
31	2	17	11	1
32	4	-9	7	-1
33	12	-2	1	2
34	12	-33	4	6
35	3	-3	-8	5
36	4	-87	4	2
37	4	-10	1	0
38	-6	-11	-1	2
39	1	-5	.	-2
40	-2	19	7	2
41	4	5	-5	0
42	10	-11	4	5
43	-2	-23	.	1
44	2	13	-2	4
45	9	0	.	5

# More entries:
item	Structure	CatG inh	FXIa inh mix	FXIIa inh mix	CatS inh	JNK3 inh
46	CCN1CCN(S(=O)(=O)c2ccc(OC)c(Br)c2)CC1	8	-3	2	7	-5
47	Cn1c(=NC(=O)c2cnccn2)sc2ccccc21	12	5	0	-2	5
48	CS(=O)(=O)Nc1ccc(C(=O)NCCSCc2ccco2)cc1	11	1	6	3	-3
49	Cc1ccc(-n2c(CNc3ccc(F)cc3)nnc2SCC(=O)NCc2ccco2)cc1	9	3	-17	-4	-1
50	O=C(CNC(=O)c1ccco1)NCC(=O)OCc1cccc(C(=O)Oc2ccccc2)c1	10	7	2	5	-1
51	CC(NC(=O)COc1cc(=O)n(C)c2ccccc12)c1ccc2c(c1)OCCO2 (centres undefined)	0	3	-20	1	-2
52	COc1cc(NC(=O)C2CCC(CNc3c(N4CCCCC4)c(=O)c3=O)CC2)cc(OC)c1 (centres undefined)	5	3	-19	0	0
53	CCOC(=O)C1CCCN(S(=O)(=O)c2ccc(Br)s2)C1 (centres undefined)	9	-2	-2	4	-1
54	COc1ccc(S(=O)(=O)NCCOc2ccccc2)cc1OC	7	1	3	10	8
55	CC(C)[C@H](NC(=O)OC(C)(C)C)c1nnc(SCC(=O)Nc2ccc(Br)cc2)o1	-5	9	-15	-5	4
56	CC1=C(C(=O)Nc2ccccc2)C(c2cccs2)C(C#N)=C(SCC#N)N1 (centres undefined)	-5	-6	7	23	2
57	Cc1cc(-n2c(C)cc(C(=O)CN3C(=O)NC4(CCCCCC4)C3=O)c2C)no1	10	4	3	3	-2
58	O=C1CCCC2=C1C(c1cn(-c3ccccc3)nc1-c1cccs1)c1c([nH]c(=O)[nH]c1=O)N2 (centres undefined)	10	-1	4	3	.
59	Nn1c(-c2ccco2)n[nH]c1=S	3	26	4	-19	10
60	COc1ccc(CCNC(=O)CCn2c(=O)[nH]c3cc(OC)c(OC)cc3c2=O)cc1OC	9	3	7	1	.

item	PKA inh	C1s inh	CatL block	ROCK2 inh
46	-3	-12	19	2
47	5	4	-5	3
48	-2	-7	6	2
49	4	6	0	4
50	-2	1	2	1
51	8	2	-1	10
52	0	3	-2	3
53	8	2	.	5
54	1	2	15	4
55	-6	2	2	-3
56	7	-29	11	1
57	5	4	6	3
58	4	1	-8	.
59	2	-1	4	1
60	10	10	2	.

# Next structures.
item	Structure	CatG inh	FXIa inh mix	FXIIa inh mix	CatS inh	JNK3 inh
61	COc1ccc(/C(O)=C2\C(=O)C(=O)N(CC3CCCO3)C2c2cc(OC)ccc2OC)cc1 (centres undefined)	-8	-4	5	-1	3
62	Cn1nc(C(=O)N2CCOCC2)c2ccccc2c1=O	-7	9	1	-2	0
63	Cc1ccc(-c2cc(C(=O)NCCN3CCOCC3)no2)cc1	-3	1	-1	13	6
64	Cc1nn(-c2ccccc2)c2sc(C(=O)OCN3C(=O)c4ccccc4C3=O)cc12	9	2	-18	-4	4
65	O=C(Cn1cc2c(n1)CCCC2)Nc1ccccc1Br	7	10	2	-3	-7
66	O=C(NCCCN1CCCC1)C1CCC(=O)N1C1CCCCC1 (centres undefined)	0	4	11	-3	6

item	PKA inh	C1s inh	CatL block	ROCK2 inh
61	7	-92	0	5
62	-5	2	-1	0
63	6	-16	0	3
64	10	12	13	10
65	8	14	1	-1
66	2	-25	5	4

# Bioassay records: PubChem, several laboratories
